Screening results (PubChem BioAssay)
AID inhibitor: Primary qHTS assay for inhibitors of Activation Induced Cytidine Deaminase (AID): AID signal; AID deamination FRET fluorescence, UDG-coupled, 4 h; 0.32% of 91,000 active; Potency, µM (titrated, usually from 115 µM), inactives show top-dose activity change, negative = inhibition, most hits filed as inhibitors; AID 1347428, 2020; Single-stranded DNA cytosine deaminase (Homo sapiens), Q9GZX7; also: nearly all actives have a fitted effect of over 25% in size
Target sequence (Q9GZX7 whole entry, looked up): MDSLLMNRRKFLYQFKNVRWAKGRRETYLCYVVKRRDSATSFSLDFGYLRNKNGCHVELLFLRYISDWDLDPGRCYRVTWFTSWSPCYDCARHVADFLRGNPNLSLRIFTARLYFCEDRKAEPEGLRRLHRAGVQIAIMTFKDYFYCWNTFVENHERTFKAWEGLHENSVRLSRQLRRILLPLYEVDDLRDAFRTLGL
UDG counter: Primary qHTS assay for inhibitors of Activation Induced Cytidine Deaminase (AID): UDG Counterscreen signal. Uracil-DNA glycosylase. FRET deamination/UDG coupled assay, UDG read, 4 h. Potency, µM (series often up to 115 µM), without a hit: at the highest dose activity change, negative = inhibition, most hits filed as inhibitors. 0.14% of 91,000 active; also: nearly all actives have a fitted effect of over 65% in size
Active calls of the source: *; u = inconclusive; & = joins results of further samples; [ ] = remark or other dose. Calls follow the shape of the dose curve; as a rule, active = well fitted curve in the direction sought with a large enough effect; inconclusive = small, poorly fitted or top-dose-only effect, or another doubt; inactive = no such curve, though single readings can be large; an effect the other way counts as inactive or inconclusive. % is scaled to controls: 0 for no effect and ±100 for the full control effect; potency is read from the fitted curve at half-maximal effect. Only part of the results is shown. The share of hits here may be higher or lower than overall.

Start of the data: the first 3 entries, ahead of the listing:
SMILES | AID inhibitor | UDG counter
Cc1ccc(NS(=O)(=O)c2cc(C(=O)Nc3ccc4oc(C)nc4c3)ccc2C)cc1 | 7.5% | -1.2%
CCCCNC(=O)C(CC)Sc1nnc(-c2cccc(F)c2)c(-c2cccc(F)c2)n1 (stereo not drawn) | -21.2% | 49.4%[activator]
N#C/C(=C/c1ccc2c(c1)OCO2)C(=O)OCC(=O)N1CCCCC1 | 7.6% | 10.6%

Results, repeating the preview:
SMILES | AID inhibitor | UDG counter
Cc1ccc(NS(=O)(=O)c2cc(C(=O)Nc3ccc4oc(C)nc4c3)ccc2C)cc1 | 7.5% | -1.2%
CCCCNC(=O)C(CC)Sc1nnc(-c2cccc(F)c2)c(-c2cccc(F)c2)n1 (stereo not drawn) | -21.2% | 49.4%[activator]
N#C/C(=C/c1ccc2c(c1)OCO2)C(=O)OCC(=O)N1CCCCC1 | 7.6% | 10.6%
Cc1cccc(CC(=O)NCCc2csc(-c3ccc(C(F)(F)F)cc3)n2)c1 | -2.6% | -1.4%[57.5 µM]
CCC1CN(C(=O)N2CCC(C(=O)O)CC2)c2cc(C)ccc2O1 (stereo not drawn) | 4.0% | 1.6%
CCCCOC(=O)CSc1nnc(-c2ccccc2)o1 | 0.7% | 1.5%
O=C1CSc2ccc(S(=O)(=O)N3CCCCC3)cc2N1 | -7.2% | -2.3%
O=C(NCc1ccncc1)C(=O)N1CCN(C(=O)c2cc3ccccc3[nH]2)CC1 | -4.0% | -2.4%
C/C(=N/Nc1ccc(S(N)(=O)=O)cc1[N+](=O)[O-])c1ccc2c(c1)Nc1ccccc1S2 | -25.1% | -12.7%
Cc1ccc(C(NC(=O)Cc2cccs2)C(=O)Nc2ccc(C(C)C)cc2)cc1 (stereo not drawn) | -2.8% | -8.4%
Cc1nc2ccc(Cl)cc2cc1C(=O)Nc1ccc(C(N)=O)cc1 | 13.6% | -0.5%
COc1cc(NS(=O)(=O)c2ccc(-c3cnc(C4CC4)o3)cc2)cc(OC)c1OC | 3.8% | 7.4%
O=C1Cc2cc(S(=O)(=O)N(Cc3ccccc3)c3ccccc3)cc3c2N1CCC3 | 7.3% | 2.9%
CC(C)CNc1ncnc2onc(-c3ccc(Cl)cc3)c12 | -22.3% | -7.1%
O=C(CSc1nnc(Cc2cccs2)n1C1CCCCC1)N1CCCCCC1 | 0.7% | -1.1%
CCCOc1cc(C)c(C(C)C)cc1S(=O)(=O)N1CCCC1 | -9.1% | -5.5%
CS(=O)(=O)N1CCN(C(C(=O)O)c2c[nH]c3ccc(NC(=O)CCC(=O)O)cc23)CC1 (stereo not drawn) | 15.5% | -2.3%
COc1cccc(CNCc2cccn2-c2nnc(N3CCN(C)CC3)s2)c1OC | 2.4% | 13.4%
O=S(=O)(NCCc1csc(-c2cccc(F)c2)n1)c1cc(F)ccc1F | 258.1%[activator] | -19.6%
Cc1cc(S(=O)(=O)c2ccc(O)c(C)c2)ccc1O | 2.4% | 4.0%
CC1Cc2cc(/C=C(\C#N)c3nc4ccccc4s3)ccc2O1 (stereo not drawn) | -1.1% | -11.7%
COc1ccc(CNc2nc(-c3ccco3)nn2C(=O)c2ccccc2Cl)cc1 | 5.1% | 0.2%
CCCNC(=O)c1c(NC(=O)c2ccc(C)cc2)sc2c1CCCCC2 | 13.2% | 2.5%
O=C(/C=C/c1ccc(OC(F)(F)F)cc1)N1CCCC1 | -2.3% | 4.8%
Cc1ccccc1CN(C)C(C)C(=O)Nc1ccc(N2CCCCC2)cc1 (stereo not drawn) | -13.6% | -13.1%

Compound profiles (already shown). Order of screens: AID inhibitor	UDG counter
O=C1CSc2ccc(S(=O)(=O)N3CCCCC3)cc2N1 in the list: -7.2%	-2.3%
CC1Cc2cc(/C=C(\C#N)c3nc4ccccc4s3)ccc2O1 (stereo not drawn) in the list: -1.1%	-11.7%
N#C/C(=C/c1ccc2c(c1)OCO2)C(=O)OCC(=O)N1CCCCC1 in the list: 7.6%	10.6%
COc1cc(NS(=O)(=O)c2ccc(-c3cnc(C4CC4)o3)cc2)cc(OC)c1OC in the list: 3.8%	7.4%
CCCNC(=O)c1c(NC(=O)c2ccc(C)cc2)sc2c1CCCCC2 in the list: 13.2%	2.5%

(more compounds)
SMILES | AID inhibitor | UDG counter
COc1ccc(-c2noc(N3CCC(C(=O)Nc4ccc(OC)c(OC)c4)CC3)n2)cc1 | 0.4% | 8.9%
Cc1ccc(C)c(-c2nnc(NC(=O)c3ccc4c(c3)OCCO4)o2)c1 | 8.8% | -7.7%
Cc1ccc(NC(=O)NCc2cccn2Cc2ccccc2)cc1F | 0.8% | 5.1%
CC(C)C(=O)N1CCC(NC(=O)CCn2ccc3ccccc32)CC1 | 6.6% | 4.8%
Cc1cc2c(n1-c1ccc(C(=O)NCCc3ccc(Cl)cc3)cc1)CCCC2 | -9.6% | -3.7%
Cc1nn2c(=O)cc(COC(=O)c3ccccc3NC(=O)c3cccs3)nc2s1 | 3.8% | -2.7%
Cc1nn2c(C)c(C(=O)N3CCN(c4ccccc4)CC3)cnc2c1-c1ccccc1 | u | u
Cc1cccc2sc(N(Cc3cccnc3)C(=O)CCS(=O)(=O)c3ccccc3)nc12 | -4.8%&-17.0% | 10.3%&2.1%
Cc1cc(C)c2oc(=O)cc(CN3CCCCC3)c2c1 | -7.1% | -3.6%
CC(C)NC(=O)c1cn(C)nc1-c1ccc2c(c1)OCCCO2 | -2.3% | -14.3%
COc1cccc(-c2nc(S(=O)(=O)c3ccc(C)cc3)c(NCc3ccccc3)o2)c1 | u | u
Cc1cccc(N2CCN(C(=O)c3c(C)oc4nc(C)nc(N5CCCC5)c34)CC2C)c1 (stereo not drawn) | -11.5% | -5.4%
CCCC(CCC)C(=O)Nc1ccccc1 | -3.0% | 6.9%
CCOC(=O)c1cccnc1SCC(=O)Nc1ccc(C)cc1C | -9.0% | 3.5%
Cc1cc(C)c(Cn2c3ccccc3c3cnn(CC(=O)NCc4ccccn4)c(=O)c32)c(C)c1 | -11.1% | 3.0%
N#C/C(=C\C=C\c1ccco1)C(=O)NC1CC1 | 41.1%[activator] | 1.9%
C/C(=N\NC(=O)c1cccs1)c1ccc(Cl)cc1 | 0.6% | -5.0%
O=S(=O)(NCCS(=O)(=O)N1CCN(c2ccccc2F)CC1)c1ccc(Cl)cc1 | 20.2% | -0.7%
COc1ccc2c(C)c(CC(=O)Nc3cccc(C(C)=O)c3)c(=O)oc2c1OC | -3.3% | 1.3%
CC(C)(C)C(=O)Oc1ccc2c(-c3cc4ccccc4oc3=O)cc(=O)oc2c1 | -15.9% | -10.6%
Fc1ccc(N/N=C/c2cccc(Cl)c2)c(F)c1 | -6.9% | -10.7%
COCCN(Cc1ccco1)c1nc(-c2ccc(OC)cc2)nc2ccccc12 | -12.6% | -12.9%
Cc1cccc(NC(=O)C2CCCN(S(=O)(=O)c3ccc(Br)s3)C2)c1 (stereo not drawn) | -5.8% | -23.4%[57.5 µM]
COc1ccc(N2CCN(C(CNC(=O)C(=O)NCc3ccc(F)cc3)c3cccnc3)CC2)cc1 (stereo not drawn) | 4.8% | 7.1%
COc1cccc(C(=O)NCCc2csc(-c3ccc(Cl)cc3)n2)c1 | u | -24.9%

Later entries:
SMILES | AID inhibitor | UDG counter
Cc1ccc(CN2CCC(CNC(=O)c3cnn(-c4ccccc4)c3C3CCN(C(=O)OC(C)(C)C)CC3)CC2)cc1 | u | 43.0%[activator]
Cn1c(=O)[nH]c(=O)c2c1nc(N1CCOCC1)n2Cc1ccccc1 | 30.8% | u
Cn1c(=O)c2c(nc(N3CCCCCC3)n2CC(=O)c2ccccc2)n(C)c1=O | -16.2% | u
CC(C)C(NC(=O)C(N)C(C)O)C(=O)O (stereo not drawn) | 2.4% | -5.0%
O=S(=O)(c1ccc(Br)cc1)c1nnn2c1nc(NCc1cccs1)c1sccc12 | 6.7% | 6.2%
Cc1ccccc1C(=O)NNC(N)=S | 3.3% | 3.3%
N#CC1=C(SCc2ccc(Cl)cc2)NC(=O)C(C#N)C12CCCC2 (stereo not drawn) | -4.3% | 8.3%
CC(C)CC(NC(=O)C1CC1)C(=O)N(C)C (stereo not drawn) | -3.6% | 3.7%
Cc1cccc(CNC(=O)c2ccc3c(c2)N(C)CCS3)c1 | 2.5% | -9.1%
Cc1ccccc1Nc1c(-c2c[nH]c3ccccc23)nc2ccccn12 | 7.4% | -12.1%
COCCn1c(SC)nc2c1c(=O)[nH]c(=O)n2C | 5.9% | -5.5%
COc1ccc(CCn2nnnc2C2(c3ccc(C)cc3)CC2)cc1 | -19.5% | -13.8%
CC(C)(C)c1cc(CCC#N)cc(C(C)(C)C)c1O | 6.1% | -5.7%
Clc1ccc(Cl)c(Oc2ccc3nnnn3n2)c1 | 2.6% | 16.2%
CCc1cccc(C)c1NC(=O)CC1Oc2ccc(C)cc2NC1=O (stereo not drawn) | 3.3% | 3.8%
CCOc1cc(/C=C(\C#N)C(=O)Nc2ccccc2C)ccc1OCc1cc(=O)n2nc(CC)sc2n1 | -3.3% | 3.8%
CCCCn1c(=O)c2oc3ccccc3c2n(Cc2ccc(OC)cc2)c1=O | 0.9% | -3.5%
COc1ccc(C)cc1-n1c(-c2ccc(Cl)cc2)cc2c1CC(C)(C)CC2=O | 0.1% | -4.3%
CCOC(=O)C1CCN(S(=O)(=O)c2csc(C(N)=O)c2)CC1 | -0.7% | 19.1%
Cc1oc2cc(OCC(=O)NCc3ccccc3F)ccc2c(=O)c1Oc1ccccc1 | -14.5% | -4.8%
COC(=O)c1ccc(OCc2ccc(C(=O)O)o2)cc1 | 3.9% | -2.7%
CCN1CCN(CCCNC(=O)c2cnn(-c3ccc(OC)cc3)c2C2CCN(C(=O)OC(C)(C)C)CC2)CC1 | 7.8% | -9.8%
CC1(C)CCCC(C)(C#CCN2CCN(C(=O)c3ccccc3)CC2)O1 (stereo not drawn) | -5.1% | -5.0%
Cc1ccc(NC(=O)C2CCCN(S(=O)(=O)c3ccc4[nH]c(=O)ccc4c3)C2)cc1C (stereo not drawn) | 25.5% | 6.0%
O=c1c2cccnc2n(Cc2cccc(F)c2)c(=O)n1Cc1ccc(F)cc1 | -2.7% | u

The list continues.
SMILES | AID inhibitor | UDG counter
O=C(O)C1C2CCC(CC2)C1C(=O)NCCCN1CCOCC1 (stereo not drawn) | 1.2% | 3.6%
CCOC(=O)c1cc(-c2ccco2)nc2c1c(C)nn2-c1ccccc1 | -9.2% | -10.6%
COc1ccccc1CCNC(=O)Nc1cccc(CN2CCOC2=O)c1 | -4.6% | 8.3%
O/N=C/c1cc[n+](C/C=C\c2ccccc2)cc1 | 11.1% | -8.3%
CCCNC(=O)C1CCC(Cn2c(=O)c3sccc3n(Cc3cccc(OC)c3)c2=O)CC1 (stereo not drawn) | 4.2% | -1.1%
O=C(Nc1cc(C(F)(F)F)ccc1Cl)c1nn(-c2cccc(Cl)c2)ccc1=O | -0.2% | 4.5%
Cc1ccc(CNC(=O)NC(=O)C(F)(F)F)cc1 | 2.5% | 2.1%
Cc1ccc(NC(=O)CSc2nc3ncccc3[nH]2)cc1F | 18.0% | -3.7%[57.5 µM]
COc1cccc(NC(=O)N(Cc2cn(C)c3ccccc23)C2CCCCC2)c1 | u | -14.7%
O=C(CSc1ccc2c(c1)OCCCO2)Nc1ccccc1Cc1ccccc1 | -5.7% | 1.2%
O=C(Cn1c(NCc2ccccc2)nc2ccccc21)N1CCOCC1 | -1.8% | -1.9%
COc1ccc(NC(=O)Cn2c(=O)n(CCc3ccccc3)c(=O)c3sc4ccccc4c32)cc1 | 10.3% | -8.8%
O=C(Nc1ccc2oc(-c3cccnc3)nc2c1)c1cccc(I)c1 | 4.0% | 14.1%
COc1cccc(NC(=O)CN(C)Cc2cc(=O)oc3c(C)c(O)ccc23)c1 | -7.3% | 1.2%
Cc1ccc(NC(=O)CSc2ncnc3ccccc23)c(Cl)c1 | -5.0% | 0.4%
Cc1cccc(CS(=O)Cc2cccc(C(F)(F)F)c2)c1 (stereo not drawn) | -3.6% | -1.4%
CC(=O)N1CCN(C(=O)Cn2ccc3ccccc32)CC1 | -2.6% | 4.8%
Cc1ccc(/C=C2\CCc3ccccc3C2=O)o1 | 4.0% | -21.2%
N#C/C(=C\c1ccc(-c2ccc(Cl)c(C(=O)O)c2)o1)c1nc2ccccc2[nH]1 | 28.2µM* | -2.4%
COC(=O)c1cc2sccc2n1Cc1ccccc1 | -13.1% | -1.7%
Cc1cccc(-n2c(=O)c3c(c4cc(C)ccc4n3C)n(CC(=O)Nc3ccc(C)cc3C)c2=O)c1 | 10.3% | -4.4%
CCc1ccccc1-n1c(SCC(=O)Nc2ccc(C)cc2)nc2n[nH]c(C)c2c1=N | -15.9% | -1.4%[57.5 µM]
Cc1cc(Cl)nc2c(C)c(Cl)ccc12 | -4.1% | 6.8%
Cc1nnc(N2CCN(c3cccc(C(F)(F)F)c3)CC2)c2c1nnn2Cc1ccccc1 | u | -10.0%
COc1ccc(NC(=O)COc2cc(C)cc(C)c2)c2cccnc12 | -6.4% | -7.0%
O=C(CSCc1cnn(-c2ccccc2)c1-n1cccc1)NCc1ccc(Cl)cc1 | u | -6.6%[57.5 µM]
O=C(COC(=O)c1cc(=O)c2ccccc2o1)c1ccc(OC(F)F)cc1 | 8.7% | -1.1%
CCOc1ccc(NC(=O)CN2CCCN(Cc3cc(C)ccc3C)S2(=O)=O)cc1 | -3.0% | u
